High-throughput results: PubChem BioAssay, National Center for Advancing Translational Sciences (NCATS)
D2 ag: activates the human D2 dopamine receptor. P14416. HEK293 T-REx D2 cells, calcium flux agonist mode. activation, % at 2 µM. actives 0.53% (n = 340,000). AID 485358;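 active = activation over 3 SD above normal in the single-dose calcium agonist read, cut at about 30% in these data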; also: 0% is about no effect
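Calcium-flux readout, 1 cycle/sec over 180 s following compound pin transfer, in inducible HEK293 Trex D2 cells (force-coupled); dopamine controls included. Positive calcium responses during this window marked compounds as potential agonists.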
RXFP1 antagonist: blocks the human relaxin receptor RXFP1; AID 1259400; actives 0.59% (n = 350,000); Q9HBX9; HEK293-RXFP1, relaxin-stimulated cAMP HTRF, 30 min; stronger effect = lower value; activity change, negative = inhibition, % at 57.5 µM;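 active = activity change of -60% or lower, but not beyond a set lower limit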; also: % is scaled to controls: 0 for no effect and ±100 for the full control effect
D2 PAM: positive allosteric modulators of human D2 dopamine receptor; P14416; HEK293 T-REx D2, calcium flux, EC20 dopamine potentiation; potentiation, % at 10 µM; actives 0.34% (n = 340,000);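 active = potentiation over 3 SD above the plate norm, cut at about 30% in these data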; also: 0% is about no effect
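Cells plated with tetracycline inducer and held overnight at 30 C; calcium dye loaded 30–90 min at room temperature; baseline taken, compound added and read 180 s; EC20 dopamine then added and read 180 s.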
TRHR PAM: allosterically enhances the human TRH receptor; P34981; TRHR cells, fluo-8 calcium fluorescence, EC20 TRH enhancement; actives 0.66% (n = 360,000); enhancement, % at 2 µM; AID 493056; in the data active = enhancement above about 30%; also: 0% is about no effect
Target sequence (P34981 whole entry, looked up): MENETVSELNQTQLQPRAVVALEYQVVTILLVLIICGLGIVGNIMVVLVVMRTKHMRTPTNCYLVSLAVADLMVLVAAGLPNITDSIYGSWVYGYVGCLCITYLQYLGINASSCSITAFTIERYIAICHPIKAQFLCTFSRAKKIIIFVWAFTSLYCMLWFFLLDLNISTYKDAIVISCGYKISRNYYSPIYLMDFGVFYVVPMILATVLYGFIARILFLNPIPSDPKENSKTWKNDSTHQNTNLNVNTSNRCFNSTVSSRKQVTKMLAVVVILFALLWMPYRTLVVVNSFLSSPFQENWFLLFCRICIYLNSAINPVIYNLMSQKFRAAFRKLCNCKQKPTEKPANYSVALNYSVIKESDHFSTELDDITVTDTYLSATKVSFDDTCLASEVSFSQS
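Enhancer read-out: after compound pinning and an initial kinetic agonist-mode read, an EC20 of TRH (10 nM final) was injected and fluo-8 calcium signal (Ex 480/Em 530) followed at 1 s/cycle for 100 cycles in TRHR-expressing cells.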
TRHR ag: TRH receptor (human) agonism | P34981 | TRHR cells, calcium flux fluo-8, FDSS agonist mode | activation, % at 2 µM | actives 0.18% (n = 360,000); also: 0% is about no effect
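TRHR-expressing cells, plated overnight in medium with 10% serum, were loaded with fluo-8 calcium dye at room temperature. After a 10 s baseline, library compound was pin-added and calcium release was recorded kinetically (ex 480/em 530) as agonist response.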
D1 PAM: enhances dopamine response at the human D1 receptor; HEK293 TREx D1 cells, calcium flux, dopamine EC20 potentiation; potentiation, % at 10 µM; actives 0.036% (n = 360,000); in the data active = potentiation above about 30%; also: 0% is about no effect
Target sequence (P21728 whole entry, looked up): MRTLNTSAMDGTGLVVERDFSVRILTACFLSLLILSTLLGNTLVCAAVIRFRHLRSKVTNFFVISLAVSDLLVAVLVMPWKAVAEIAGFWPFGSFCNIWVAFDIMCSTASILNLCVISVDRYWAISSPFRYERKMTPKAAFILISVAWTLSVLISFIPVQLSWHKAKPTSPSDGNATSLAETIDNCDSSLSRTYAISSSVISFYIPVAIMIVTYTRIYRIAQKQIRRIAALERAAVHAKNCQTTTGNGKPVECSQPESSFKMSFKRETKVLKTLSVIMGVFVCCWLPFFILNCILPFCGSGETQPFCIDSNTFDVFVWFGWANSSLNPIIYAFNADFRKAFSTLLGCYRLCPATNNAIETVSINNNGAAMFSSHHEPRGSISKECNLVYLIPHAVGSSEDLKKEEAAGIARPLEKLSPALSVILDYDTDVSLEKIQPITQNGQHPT
D1 agonist: human D1 receptor agonism; AID 504660; activation, % at 2 µM; actives 1% (n = 360,000); HEK293 T-REx D1 cells, calcium flux, agonist mode; also: 0% is about no effect
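Inducible HEK293 T-REx D1 cells, force-coupled to calcium signalling, were plated at 4000 cells/well with tetracycline and held overnight at 30 C. After no-wash calcium dye loading, compound-evoked calcium rise over 180 s flagged agonists.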
D2 antagonist: antagonists of human D2 dopamine receptor. P14416. HEK293 TREx D2 cells, calcium flux, dopamine EC80. inhibition, % at 10 µM. actives 2% (n = 340,000). AID 485344; in the data active = inhibition above about 30%; also: 0% is about no effect
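Inhibition of EC80 dopamine-driven calcium flux, recorded kinetically, defines activity here; cells are a tetracycline-induced HEK293 T-REx line expressing force-coupled D2.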
D1 antagonist: human D1 dopamine receptor antagonism | AID 504652 | P21728 | activity change, negative = inhibition, % at 10 µM | HEK293 TREx D1 cells, calcium flux, dopamine EC80; stronger effect = lower value | actives 3.2% (n = 360,000); in the data active = activity change below about -30%; also: % is scaled to controls: 0 for no effect and ±100 for the full control effect
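HEK293 T-REx cells expressing inducible, force-coupled D1 receptor; no-wash Ca dye, 30–90 min RT. Cmpd → 180 s read at 1 Hz → EC80 DA → 180 s read.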
* = called active by the depositor; nt = no result given; & = joins results of further samples; ! = a repeat was not active. Rule as the data show it, unless noted: active = activation above about 30%; inactive = the rest.

Start of the data: the first 2 compounds, to show the layout:
SMILES	D2 ag	RXFP1 antagonist	D2 PAM	TRHR PAM	TRHR ag	D1 PAM	D1 agonist	D2 antagonist	D1 antagonist
O=C(CCCCn1c(=O)c2ccccc2n(CC(=O)Nc2cccc(F)c2)c1=O)NCc1ccccc1Cl	0.0	nt	-3	-8	-0.2	0	33*	nt	-19
Cn1c(=O)n(Cc2ccccc2F)c2ccccc21	0.1	-4	-8	-5	-0.1	-10	0	3	-24

Main list, from the first entry:
SMILES	D2 ag	RXFP1 antagonist	D2 PAM	TRHR PAM	TRHR ag	D1 PAM	D1 agonist	D2 antagonist	D1 antagonist
O=C(CCCCn1c(=O)c2ccccc2n(CC(=O)Nc2cccc(F)c2)c1=O)NCc1ccccc1Cl	0.0	nt	-3	-8	-0.2	0	33*	nt	-19
Cn1c(=O)n(Cc2ccccc2F)c2ccccc21	0.1	-4	-8	-5	-0.1	-10	0	3	-24
Cn1c(=O)n(CC(=O)O)c(=O)c2c1nc1n2CCS1	0.2&-1.4	-11&7	-1&-7	40*!	-0.5&-0.5	-9&2	1&2	-11&10	-10&0
O=C(NCc1ccccc1)c1onc(CS(=O)(=O)c2ccc(Cl)cc2)c1C(=O)NCc1ccccc1	0.9	nt	-4	0	0.4	-2	6	-10	-23
CC1CCN(CCCNC(=O)c2ccc(CSCc3cccc(Cl)c3)o2)CC1	-0.1	-1	-24	21	0.2	-1	20	-5	-5
CC1=CS(=O)(=O)CC1Sc1ncn[nH]1 (configuration not stated)	0.4	2	2	2	0.4	-1	0	-1	-5
O=C(NCCCn1ccnc1)C(=O)NCC(c1ccco1)N1CCN(c2ccccc2)CC1 (configuration not stated)	63*	-3	-24	6	0.1	-3	1	16	1
Cc1ccc(NC(=O)CN2CCC(NC(=O)c3ccccc3F)CC2)cc1C	-0.8	nt	1	-2	-1.1	4	1	-18	-1
Cc1cccc(C)c1NC(=O)CN(C)C(=O)c1cccc(NS(=O)(=O)c2ccccc2)c1	-0.3	-2	-10	-2	-0.2	-8	1	3	-5
c1ccc(C(c2ccccc2)N2CCN(c3ccc4ccccc4n3)CC2)cc1	0.4	-17	1	-9	0.1	-1	0	-18	-20
CCC(C)/C(C)=N/Nc1ccc(S(N)(=O)=O)cc1[N+](=O)[O-] (configuration not stated)	1.1	7	-1	-10	-1.1	-8	2	-23	-29
CN(c1ccc(C(=O)O)cc1)S(=O)(=O)c1ccc(Cl)cc1	0.4	-5	1	4	0.2	0	1	20	1
Cc1cccn2c(=O)c(C(=O)NCc3ccc(F)cc3)c(O)nc12	-0.2	-10	0	10	0.2	-1	1	nt	-3
Cc1ccc(NC(=O)CCC(=O)c2cccs2)nc1	1.4	-11	1	-2	-0.1	-2	2	-6	17
CCN(CC1CCCN(CCc2cccc(OC)c2)C1)C(=O)c1ccc(COC)o1 (configuration not stated)	0.1	4	-6	24	-0.4	1	3	-15	-15
Cc1nn(-c2ccccc2)c(C)c1/C=N/NC(=O)c1cc(-c2ccc(Br)s2)[nH]n1	-0.7	-5	8	0	0.6	-7	2	5	-9
CC1=NC(C)(C)Cc2c(C)cccc21	-0.4	-5	1	0	0.3	3	4	6	-27
O=C(COC(=O)CNC(=O)c1sc2ccccc2c1Cl)Nc1c(Cl)cc(Cl)cc1Cl	1.1	8	4	-2	-0.1	0	1	9	-15
O=c1cc(O)c(-c2cccc(Cl)c2)c(Cl)[nH]1	-0.7	3	-1	-1	0.4	0	0	5	14
Cc1csc(=O)n1CC(=O)OCC(=O)NNC(=O)c1ccccc1	0.4	-4	13	2	0.6	2	4	-3	-13
CN(CCNC(=O)C1CCC(=O)N(Cc2ccc(Cl)cc2)C1)CCc1ccccc1 (configuration not stated)	45*	-8	-25	9	1.2	-10	3	-13	23
CN(c1ccccc1)S(=O)(=O)c1ccc(C(=O)N2CCc3ccccc3C2)cc1	0.2	-4	-6	-2	0.1	-3	14	9	-1
CC(C)OP(=O)(c1ccc(N(C)C)cc1)C(O)c1cccnc1 (configuration not stated)	0.1	1	0	-7	0.7	-2	3	-6	-2
CCOc1ccc(NC(=O)CSC2=Nc3ccccc3C3=NC(CCC(=O)NCc4cccs4)C(=O)N23)cc1 (configuration not stated)	-0.1	-13	-8	1	-0.2	3	-1	nt	3
O=C(N/N=C/c1ccncc1)c1ccccc1[N+](=O)[O-]	-0.7	-14	nt	8	0.4	3	0	-3	-7
CCOc1cc(CNCc2cccs2)ccc1OCC(=O)NC(C)(C)C	1.6	-12	-12	2	1.1	-3	16	12	-7
CSCCNC(=O)c1ccc2nc(Cc3ccccc3F)oc2c1	3.2	-7	5	-1	-0.2	-4	12	-2	8
CC(C)(C)NC(=O)COc1ccc2oc3c(c2c1)CCCC3	nt	-2	nt	-1	-1.0	-5	-2	nt	0
Cc1ccc2[nH]c(CSc3nnc(NC(=O)c4ccc(Cl)cc4)s3)cc(=O)c2c1	0.6	-2	13	4	0.5	-1	2	nt	6
Cc1cccc(N2CCN(C(=O)Cc3c(C(=O)O)c(C)cn3C)CC2)c1C	0.5	-5	-13	5	0.2	2	0	nt	12
COc1ccccc1NC(=O)Cn1cnc2sc(C(=O)Nc3ccc(OC)c(OC)c3)c(C)c2c1=O	-1.4	-71*	8	-4	-0.6	1	1	-5	-4
CC(=O)Nc1ccc(NS(=O)(=O)c2cc(C)sc2C)cc1	-0.6	10	-9	7	0.0	-5	1	3	-48*
COc1cc(C=O)cc(OC)c1OS(=O)(=O)c1ccc(NC(C)=O)cc1	0.7	-27	7	3	1.0	0	1	2	1
Cc1cc(C)cc(NC(=O)C(=O)NCCc2sc(-c3cccc(F)c3)nc2C)c1	0.5	-1	4	-3	0.5	0	7	nt	-4
COc1ccc(C(=O)NCc2n[nH]c(=S)n2-c2ccccc2)cc1OC	-1.0	-26	-3	-8	-0.4	1	0	5	7
CCCSc1nnc(CN2CCOCC2)n1C	0.3	-7	-8	3	1.3	-6	-1	12	-14
COCCCNC(=O)C1CCN(c2cc(C)nc3c(-c4ccc(OC)c(OC)c4)c(C)nn23)CC1	-0.5	nt	0	9	0.2	0	1	nt	3
CC(C)Sc1nnc(CNC(=O)C23CC4CC(CC(C4)C2)C3)n1C1CCCCC1	-0.6	6	2	-12	-0.4	0	1	0	9
CCCCn1ccc(O)c(Cc2ccc(F)cc2)c1=O	-0.6	-7	0	0	0.4	0	2	0	5
COc1ccc([C@@H]2[C@@H]3C(=O)N(C(C)(C)C)C(=O)[C@@H]3[C@]3(Cc4ccccc4)C(=O)N(c4cccc(Cl)c4)C(=O)N23)cc1	1.5	nt	-3	-5	1.2	-7	2	-25	-12
CCOCCn1c(COc2ccc(C)cc2)nc2ccccc21	0.3	-10	-1	1	-0.7	-3	3	-12	-7
CN1Cc2c(N3CCOCC3)nc3sc(C#N)c(N)c3c2CC1(C)C	0.2	4	-7	0	0.1	-1	2	4	-5
Nc1ccc(-c2nc3ccc(C(=O)O)cc3s2)cc1	1.1	11	6	3	-1.8	6	0	2	7
O=C(NCCc1ccccc1)c1c(O)c2cccc3c2n(c1=O)CC3	1.5	-1	8	7	0.9	1	2	-13	4
O=C(Nc1cc(C(F)(F)F)ccc1N1CCOCC1)C1Cc2ccccc2CN1C(=O)c1ccco1 (configuration not stated)	0.1	-14	-2	2	0.2	3	-1	-10	-1
Cc1ccc(NC(=O)C(CC(=O)O)C2CCCO2)c(C)c1 (configuration not stated)	-0.2	-6	3	6	0.6	0	-1	-1	3
CN1CCC(N(C)C(=O)c2ccccc2F)CC1	1.8	2	3	-3	1.2	3	1	5	5
COCc1c(C(=O)N2CCN(c3ccc(C(F)(F)F)cn3)CC2)oc2ccccc12	0.1	-17	2	1	-0.2	-6	7	9	1
Cc1c(NC(=O)c2cc(-n3cnnc3)ccc2Cl)cccc1-c1nc2ccccc2o1	0.1	-10	-33	4	-0.4	-23	0	8	-44*
Cc1c(C)c2c(OCC(=O)NCCCO)cc3c(c2oc1=O)CCC(C)(C)O3	0.1	19	-5	0	0.3	-2	0	-1	-6

An excerpt from above in order of SMILES length, falling:
SMILES	D2 ag	RXFP1 antagonist	D2 PAM	TRHR PAM	TRHR ag	D1 PAM	D1 agonist	D2 antagonist	D1 antagonist
O=C(Nc1cc(C(F)(F)F)ccc1N1CCOCC1)C1Cc2ccccc2CN1C(=O)c1ccco1 (configuration not stated)	0.1	-14	-2	2	0.2	3	-1	-10	-1
CN1Cc2c(N3CCOCC3)nc3sc(C#N)c(N)c3c2CC1(C)C	0.2	4	-7	0	0.1	-1	2	4	-5
Cc1ccc(NC(=O)C(CC(=O)O)C2CCCO2)c(C)c1 (configuration not stated)	-0.2	-6	3	6	0.6	0	-1	-1	3
Nc1ccc(-c2nc3ccc(C(=O)O)cc3s2)cc1	1.1	11	6	3	-1.8	6	0	2	7
CN1CCC(N(C)C(=O)c2ccccc2F)CC1	1.8	2	3	-3	1.2	3	1	5	5

Following part.
SMILES	D2 ag	RXFP1 antagonist	D2 PAM	TRHR PAM	TRHR ag	D1 PAM	D1 agonist	D2 antagonist	D1 antagonist
COc1ccc(CCNc2nc3cc(OC)c(OC)cc3c3nc(-c4cccnc4)nn23)cc1OC	0.1	5	6	-1	-0.1	3	2	nt	32
COc1ccccc1CNC(=O)c1ccc(CS(=O)c2ccccc2Cl)o1 (configuration not stated)	0.0	-20	nt	-3	0.4	-5	7	nt	-4
CCCNC(=O)CN1C(=O)c2ccccc2Sc2ncccc21	0.0	-7	-1	26	0.1	-4	4	-22	3
CN(C)C(=O)CSc1nc2ccccc2n1Cc1ccccc1	-0.6	-10	1	15	-1.0	-3	3	-9	-15
CCCNC(=O)c1ccc2c(c1)nc1n2CCCCC1	1.9	-7	-8	7	0.4	0	2	nt	5
Cc1ccc2nc(-c3ccccn3)cc(C(=O)NC3CCN(C)CC3)c2c1	1.3	nt	23	5	-0.1	5	4	-6	5

A different layout for 2 compounds above.
Each structure is followed by: D2 ag | RXFP1 antagonist | D2 PAM | TRHR PAM | TRHR ag | D1 PAM | D1 agonist | D2 antagonist | D1 antagonist
CC1CCN(CCCNC(=O)c2ccc(CSCc3cccc(Cl)c3)o2)CC1
 : -0.1 | -1 | -24 | 21 | 0.2 | -1 | 20 | -5 | -5
CC1=CS(=O)(=O)CC1Sc1ncn[nH]1 (configuration not stated)
 : 0.4 | 2 | 2 | 2 | 0.4 | -1 | 0 | -1 | -5

Rows were taken by chance; any-hit rate near 7.3%.
